miR-122 sensor – inhibitors of miR-122 in Huh7 cells; Huh7 miR-122 Renilla luciferase sensor, 48 h; neutral wells = 0, positive control = 100; activation (reporter increase), % at 12.5 µM; actives 0.3% (n = 340,000); AID 602342;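 active = mean replicate activation score at least 90 and every replicate individually at or above 90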;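 also: higher luciferase means less miR-122 activity so hits act as miR-122 inhibitors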
FN deposit inh – fibronectin deposition inhibition; AID 743247; actives 0.086% (n = 350,000); inhibition, % at 12.6 µM; AH1F fibroblasts, Alexa488-fibronectin deposition fluorescence, overnight;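 active = mean inhibition across replicates of 30% or more, regardless of how many single replicates reach that level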;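 also: positive control wells lacked labelled fibronectin entirely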
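test system = AH1F fibroblasts assembling fluorescent fibronectin matrix | quantity = 10000 AH1F cells per well | buffer or medium = DMEM plus 2% serum, read in PBS | doses = single dose, pinned | incubation = 1 h cell attachment, overnight exposure to compound and label | detection = fluorescence at 485 nm excitation, 525 nm emission | read-out basis = inhibition from reduced deposited-fibronectin fluorescence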
F508del corr – CFTR F508del correction in bronchial cells; CFBE cells, YFP halide quenching; stimulated with forskolin plus potentiator P3; % fluorescence drop versus neutral controls; activity (quench increase), % at 7.58 µM; actives 0.36% (n = 350,000); AID 720511;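 active = mean added fluorescence quench of at least 8% versus neutral control, with both replicates also reaching 8%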;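 also: cells transiently co-express mutant CFTR-F508del with the halide-sensitive YFP; corrector assay measuring rescue of mutant channel to the surface after 24 h compound exposure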
INS-1E GSIS act – GLuc luminescence reporter in INS-1E cells, primary screen for activators of glucose-dependent secretion of insulin. INS-1E GLuc reporter insulin secretion, 2-3 h. activation, % at 16.6 µM. actives 0.61% (n = 370,000). AID 743287;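 active = lowest replicate activation of at least 40%, so every replicate reaches that level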;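 also: 0% = median of neutral control wells and 100% = median of IBMX positive control wells; some compounds called inactive have numbers as strong as hits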
Cneo AK release – Cryptococcus neoformans lysis via adenylate kinase release | C. neoformans lysis, adenylate kinase release luminescence, 4 h; normalised: neutral wells 0, clomiphene wells 100 | actives 0.2% (n = 360,000) | lysis activity, % at 15 µM | AID 651654;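 active = mean lysis activity across replicates of at least 80%, whatever share of replicates individually reach that level; inactive = mean lysis activity below 80%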
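Material – Cryptococcus neoformans yeast cells · Quantity – 5 × 10^6 yeast cells/mL · Buffer or medium – YPD medium · Compound – single dose · Timing – 4 h static compound exposure, 37 °C, read 1 h post-reagent · Signal – adenylate kinase release luminescence · Read-out basis – lysis from increased AK signal · Benchmarks – Clomiphene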
C2C12 statin – protects C2C12 myotubes from simvastatin toxicity; ATP luminescence, 48 h; scaled: DMSO 0, geranylgeraniol control 100; rescue of ATP level, % at 7.49 µM; actives 0.78% (n = 330,000);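 active = mean ATP rescue above about 67%, or every replicate alone reaching that limit, limit read from the data, passing the limit was not always enough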;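 also: myotubes were challenged with 10 µM simvastatin during compound exposure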
PGC1a acetyl inh – PGC1a acetylation modulation, inhibitor mode; actives 0.17% (n = 350,000); U2OS PGC1a acetylation, AlphaScreen anti-acetyl-lysine; with virally co-expressed GCN5 acetyltransferase; inhibition, % at 15.6 µM;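 active = every replicate shows inhibition of at least 40%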;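 also: 0% = neutral control wells and 100% = positive control wells; some results beyond the cut were filed as inactive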
PglD DTNB – inhibitors of Campylobacter jejuni PglD acetyltransferase; purified PglD enzyme, DTNB colorimetric CoA detection; inhibition, % at 12.5 µM; actives 0.098% (n = 360,000); in the data active = inhibition above about 16%, passing the limit was not always enough; also: strong numbers were not always called active
Active calls of the source: *; . = no result given; & = joins results of further samples; [ ] = another dose, or the depositor's remark.

Every second line gives: miR-122 sensor	FN deposit inh	C2C12 statin	F508del corr	INS-1E GSIS act	PglD DTNB	Cneo AK release	PGC1a acetyl inh
- C/C(=N\NC(=O)c1ccc(Cl)cc1)c1cccnc1
    -8	1	-18	0.9	14	2	-2	3
- CCCNC(=O)C[C@H]1CC[C@@H]2[C@H](COc3ccc(NC(=O)c4cccc(OC)c4)cc3C(=O)N2C)O1
    -3[16.7 µM]	.	8	1.3	-4	-3	1	1
- Cc1ccccc1C(=O)N1CCN(CCNC(=O)C(=O)Nc2ccc(Br)cc2)CC1
    -5	.	5	3.1	-8	-1	3	11
- C[C@H](CO)N1C[C@H](C)[C@H](CN(C)C)OCCCC[C@H](C)Oc2ccc(NC(=O)Cc3ccccc3)cc2C1=O
    7[16.7 µM]	.	7	1.2	5	7	-3	1
- CSc1sc(C(=O)NCC2CC2)c2c1S(=O)(=O)N(C)c1ccccc1-2
    .	-4	-10	-1.2	3	.	.	.
- Cc1nn(CC(=O)NCCc2ccccc2)c(=O)c2cc3occc3n12
    4	6	14	0.7	35	2	1	4
- C=CCc1cccc(/C=N/NC(=O)C(C)Nc2ccc(C)cc2)c1O (stereo not drawn)
    -7	18	-7	.	-12	2	0	3
- Cc1ccc(S(=O)(=O)N2CCN(C(=O)CN3CCN(c4ccc(O)cc4)CC3)CC2)cc1
    -11	-5	10	3.9	-42	2	0	-5
- O=C(CSc1nnc2c(n1)[nH]c1ccc(F)cc12)NC1CC1
    -3	-1	.	-1.0	6	6	0	-8
- CCOc1ccc(CNC(=O)CCCn2nc(CC)n3c(cc4occc43)c2=O)cc1
    .	22	12	-2.7	2	1	-20	0
- N=c1ccn(Cc2ccccc2Cl)cc1
    -1	.	.	.	-14	-2	1	-3
- CC(C)CC#Cc1ccc2c(c1)O[C@H](CN(C)C(=O)c1ccccn1)[C@H](C)CN([C@@H](C)CO)S2(=O)=O
    0[16.7 µM]	.	-25	-2.2	-14	-1	-3	6
- O=CN1CCN(C(=O)CN2C(=O)c3ccccc3C2=O)CC1
    -9	.	.	.	17	-2	-1	36
- CC(C)NC(=O)CN1CCC(O)(c2ccccc2)CC1
    -3	.	8	.	14	.	.	-4
- O=C(CCNc1ccccc1)c1ccc2c(c1)OCO2
    4	7	0	.	.	-3	-14	3

Ordered by count of non-hydrogen atoms (smallest number first): 3 of the compounds above.
Every second line gives: miR-122 sensor	FN deposit inh	C2C12 statin	F508del corr	INS-1E GSIS act	PglD DTNB	Cneo AK release	PGC1a acetyl inh
- O=C(CCNc1ccccc1)c1ccc2c(c1)OCO2
    4	7	0	.	.	-3	-14	3
- O=C(CSc1nnc2c(n1)[nH]c1ccc(F)cc12)NC1CC1
    -3	-1	.	-1.0	6	6	0	-8
- CC(C)CC#Cc1ccc2c(c1)O[C@H](CN(C)C(=O)c1ccccn1)[C@H](C)CN([C@@H](C)CO)S2(=O)=O
    0[16.7 µM]	.	-25	-2.2	-14	-1	-3	6

(more compounds)
Every second line gives: miR-122 sensor	FN deposit inh	C2C12 statin	F508del corr	INS-1E GSIS act	PglD DTNB	Cneo AK release	PGC1a acetyl inh
- CS(=O)(=O)N1[C@H](CO)[C@@H](c2ccc(C#CC3CCCCC3)cc2)[C@@H]1C#N
    .	-12	5	-0.4	10	-2	1	3
- COc1nc(N/N=C/c2cc3c(cc2Br)OCO3)nc(N2CCOCC2)n1
    -1	2	-10	.	9	0	0	-1
- CCOC(=O)N1CCN(Cc2ccccc2F)CC1
    -3	.	8	-0.8	14	.	.	12
- C[C@H]1CN([C@@H](C)CO)C(=O)c2cc(C#Cc3ccccn3)cnc2O[C@@H]1CN(C)Cc1cncnc1
    -4[16.7 µM]	.	-16	1.8	4	0	1	-4
- CC(C)(C)NC(=O)C(c1cccs1)N(CC1CCCO1)C(=O)Cn1nnc(-c2cccs2)n1 (stereo not drawn)
    -4	.	3	.	22	-1	0	-17
- C[C@@H]1CN([C@@H](C)CO)C(=O)c2cccc(NS(=O)(=O)c3ccc(Cl)cc3)c2O[C@@H]1CN(C)S(C)(=O)=O
    -4[16.7 µM]	.	.	6.2	3	0	-1	5
- O=C(c1ccco1)N(Cc1cccc(F)c1)C1CCS(=O)(=O)C1 (stereo not drawn)
    .	-2	29	0.4	36	-3	10	-4
- Cc1ccc(NC(=O)C2(C)CCN2C(=O)Cc2ccc(C(C)C)cc2)cc1 (stereo not drawn)
    3	-5	3	-0.3	-54	-3	1	-12
- Cc1cccc(S(=O)(=O)N2CCCCN3[C@H](CO)[C@H](c4ccc(C#C[C@H](C)O)cc4)[C@H]3C2)c1
    -25[16.7 µM]	.	-58	-0.3	-6	2	4	24
- CCn1nc(C)c([N+](=O)[O-])c1C(=O)NNC(=O)c1ccccc1Cl
    .	-1	0	0.7	-1	.	.	0
- COCc1nnc(NC(=O)c2ccc(S(=O)(=O)N3CCCC3)cc2)o1
    -2	6	-10	1.6	14	-1	1	.
- O=C(Nc1cccnc1)c1ccc(COCC(F)(F)F)cc1
    3	.	-29	-0.8	0	-5	3	-6
- O=[N+]([O-])c1cccc(-c2nnc3ccc4ccccc4n23)c1
    -1	8	.	.	55*	1	6	1
- O=C(O)COc1ccc2c(-c3ccccc3)cc(=O)oc2c1
    9	.	5	.	.	-4	-1	6
- CN1C[C@@H]2[C@H](c3ccccc31)[C@@H](CO)N2C(=O)Nc1ccccc1Cl
    -12[16.7 µM]	.	29	0.5	13	1	0	3
- CO[C@@H](C(=O)N(C)C[C@H]1OCc2ccccc2-c2c(n(C)c3ccccc23)C(=O)N([C@@H](C)CO)C[C@H]1C)c1ccccc1
    .	1	12	-0.2	-26	.	.	-31
- CC(C)n1c(=O)[nH][nH]c1=S
    -1	4	.	-2.0	-6	-1	-1	6
- CC(=O)N(C)c1ccc(NC(=O)c2ccco2)cc1
    12	3	7	.	.	4	-3	10
- CC(C)NC(=O)Nc1ccc2c(c1)CC(=O)N([C@@H](C)CO)C[C@@H](C)[C@H](CN(C)Cc1ccc(Oc3ccccc3)cc1)O2
    -8[16.7 µM]	.	34	-1.8	-3	-3	0	-19
- O=C(NCc1ccco1)C(C(=O)c1ccccc1)n1ccccc1=O (stereo not drawn)
    -7	7	-3	.	.	-6	-5	7
- Cn1c(=N)n(CC(=O)c2ccc(F)cc2)c2ccccc21
    0	1	11	1.4	-16	3	-4	-1
- CCn1c(-c2cc(Br)cc(OC)c2O)nc2cc(S(=O)(=O)N(C)C)ccc21
    1	-13	.	.	.	6	3	.
- COc1cccc(-c2nc(N3CCC(C)CC3)c3ccccc3n2)c1O
    -2	-1	56	.	.	3	5	-41
- CC(C)(CC(=O)OCC(=O)Nc1ccccc1F)CC1=NS(=O)(=O)c2ccccc2N1
    11	4	9	0.5	2	-2	-2	-3
- COc1ccc(C(=O)NCCn2cc(SCC(=O)N3CCOCC3)c3ccccc32)cc1
    1	.	8	.	-1	5	-2	26
- COc1ccc(-c2noc(CN(C(=O)c3ccc4c(c3)OCO4)C(C)C)n2)cc1OC
    -1	1	18	3.1	32	-1	0	.
- COC(=O)CN1C(=O)C(O)(CC(=O)c2ccc(Br)cc2)c2ccccc21 (stereo not drawn)
    1	6	-6	0.3	-14	-6	1	5
- CN(C)S(=O)(=O)c1ccc(-c2cn3ccccc3n2)cc1
    -2	0	.	.	.	5	-7	-3
- O=C(NCc1cccc2[nH]ccc12)C1CCC(=O)N(CCc2ccccc2)C1 (stereo not drawn)
    9	-28	-2	-2.6	-4	0	-5	-11
- Cc1[nH]n(-c2ccccc2)c(=O)c1N=Nc1c(Cl)cccc1Cl
    -8	.	-15	.	.	0	-1	-12
- CCc1nnc(NC(=O)CCC(=O)O)s1
    3	8	13	3.6	14	0	0	12
- COc1ccc(S(=O)(=O)Nc2ccc3c(c2)CC(=O)N([C@H](C)CO)C[C@@H](C)[C@@H](CN(C)C(=O)NC(C)C)O3)cc1
    0[16.7 µM]	0	1	0.1	10	3	-4	-4
- Cc1ccc(-c2nc(CS(=O)CC(=O)NCCCN3CC(C)CC(C)C3)c(C)o2)cc1 (stereo not drawn)
    -2	3	-18	-2.4	.	-2	0	4
- COc1c(F)c(F)c(-c2csc(N)n2)c(F)c1F
    -2	3	-1	.	-19	0	-1	3
- Cc1ccc(-c2ccc([C@H]3[C@@H](CO)N4CCCCN(C(=O)Nc5ccccc5)C[C@@H]34)cc2)cc1
    -11[16.7 µM]	.	.	2.0	-9	-4	0	11
- CCOc1nc(N2CCCCC2)nc(-n2cc(-c3ccccc3)nn2)n1
    -1	.	.	.	-18	13	0	-10
- O=C(NCCc1ccccn1)c1cccnc1Oc1ccc(Cl)cc1
    .	10	0	2.4	22	.	.	13
- COc1cc(NC(=O)COC(=O)C2CC(O)CN2S(=O)(=O)c2ccc(Cl)cc2)c(C)cc1[N+](=O)[O-] (stereo not drawn)
    -1	9	10	1.2	22	-1	0	9
- CCCn1c(NCc2ccc(C)o2)nc2ccccc21
    .	-4	-14	.	4	3	0	3
- CN1CCNC(=O)C1CC(=O)NCCc1ccccc1F (stereo not drawn)
    -1	3	18	5.7	-7	-2	-1	-4
- COc1ccc(-c2coc3cc(O)cc(O)c3c2=O)cc1
    -4	-4&7	4	-2.1	.	-3	-5	-15
- Cc1cccc(C(=O)Nc2cccc(-c3ccc4nncn4n3)c2)c1
    -5	5	-14	-0.2	8	.	.	2
- CCCc1ccc(S(=O)(=O)N2CCN(C(=O)c3cc(C)on3)CC2)cc1
    -3	14	-5	-0.1	-16	2	-1	.
- CCC(C(=O)NC(CC(=O)O)c1ccc(Cl)cc1)c1ccccc1 (stereo not drawn)
    -3	6	0	0.8	-4	-1	0	4
- O=C(C[C@H]1C[C@H]2c3cc(NC(=O)Cc4ccncc4)ccc3O[C@H]2[C@H](CO)O1)NCc1ccc(-c2ccccc2)cc1
    14[16.7 µM]	.	7	-3.3	-38	1	3	-2
- O=C(NCCCN1CCN(c2ccccc2)CC1)Nc1ccccc1C(F)(F)F
    0	.	.	.	.	0	0	-1
- CCCCCc1ccc(-c2ccc(/C=C/C(=O)O)cc2)nc1
    17	-17	.	.	-11	6	-11	.
- CCc1cccc(N(C(=O)c2csnn2)C(C(=O)NC(C)(C)C)c2ccncc2)c1 (stereo not drawn)
    .	-40	-5	1.5	-6	.	.	4
- OC[C@H]1[C@H](c2ccc(C#CC3(O)CCCC3)cc2)[C@H]2CN(Cc3ccncc3)CCCCN21
    -6[16.7 µM]	.	.	3.1	13	-1	-2	2
- CN1CCN(c2cc3c(cc2F)c(=O)c(C(=O)O)cn3CCF)CC1
    -6	1	7	0.0	31	.	.	3
- COc1ccc(C(=S)Nc2ccc(N(C)C)cc2)cc1
    3	2	9	.	.	3	-4	-2
- COC(=O)Cc1ccc(NC(=S)N2CCN(c3ccc(OC)cc3)CC2)cc1
    -4	-6	2	-0.7	-6	7	2	-8
- O=C(Nc1ccccc1C(=O)N1CCCCCC1)c1ccccc1Cl
    .	-9	.	-0.8	-2	4	1	-3
- C=CCn1c(SCC(=O)NCc2ccc3c(c2)OCO3)nnc1C1CCCCC1
    -13	1	.	.	.	0	-1	.
- Cc1cc(C)c(NC(=O)c2cn3c4c(c(N5CCN(C)CC5)c(F)cc4c2=O)OCC3C)c(C)c1 (stereo not drawn)
    -6	8	.	-1.2	1	-5	1	4
- CC(=O)c1ccc(NC(=O)CSc2ccc(-c3ccc4c(c3)OCO4)nn2)cc1
    -1	-9	.	.	44	-7	7	-8
- CC1(Cc2ccccc2Cl)C(=O)Nc2c(Cl)ccc(Cl)c21 (stereo not drawn)
    -3	3	-53	-5.7	-29	2	0	-9
- O=C(COC(=O)Cc1ccc(Cl)cc1)NCc1ccc(F)cc1
    -8	-7	25	-4.1	5	1	0	-1
